Bioassay records (PubChem)
MC4R ag barr: activates human MC4R beta-arrestin recruitment; U2OS MC4R beta-arrestin complementation, luminescence; percent of melanotan II response, DMSO zero; activation, % at 8.9 µM; actives 0.98% (n = 360,000); AID 540308;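 active = activation above a per-plate cutoff, the mean activation of sample wells on that plate plus 3 SD, cut at about 8% in these data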
Target sequence (P32245 whole entry, looked up): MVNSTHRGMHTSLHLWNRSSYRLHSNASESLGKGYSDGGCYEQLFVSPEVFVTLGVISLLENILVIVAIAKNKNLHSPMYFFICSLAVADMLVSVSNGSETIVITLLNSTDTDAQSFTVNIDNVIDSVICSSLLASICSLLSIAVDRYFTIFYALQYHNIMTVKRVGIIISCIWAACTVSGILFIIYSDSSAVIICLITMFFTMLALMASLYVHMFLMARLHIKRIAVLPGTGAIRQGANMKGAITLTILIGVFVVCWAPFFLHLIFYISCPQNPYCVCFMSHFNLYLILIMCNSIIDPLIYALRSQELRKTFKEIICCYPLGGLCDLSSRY
TLR9-MyD88 block: TLR9-MyD88 interaction inhibition; Q9NR96+Q99836; CHO BLA complementation TLR9-MyD88, CCF4 FRET ratio; AID 504734; actives 0.21% (n = 340,000); inhibition, % at 4.98 µM;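 active = inhibition above the mean over all tested compounds plus 3 SD, cut at about 21% in these data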;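 also: 0% = DMSO only wells and 100% = clavulanate BLA inhibitor control wells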
ABCB6 inh MLPCN: human ABCB6 transporter inhibition | Q9NP58 | K562-ABCB6 porphyrin accumulation, flow cytometry, 1 h; active compounds read low | fluorescence ratio to DMSO, % at 10 µM | actives 0.19% (n = 360,000) | AID 602162;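 active = fluorescence ratio to DMSO below 75%, the collection mean minus 3 SD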;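 also: signal is porphyrin accumulated inside mitochondria; 100% equals median channel fluorescence of DMSO control wells; lower ratio means ABCB6 inhibition with less porphyrin fluorescence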
MC4R antag cAMP: human MC4R antagonism in cAMP assay. MC4R-expressing cells, MTII-stimulated cAMP, LANCE TR-FRET. inhibition, % at 6.5 µM. actives 0.48% (n = 360,000). AID 540295;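 active = inhibition above its plate's cutoff, the mean of tested wells on that plate plus 3 SD, cut at about 29% in these data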;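 also: 0% = Melanotan II alone and 100% = Melanotan II plus saturating MCL0020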
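Material: U2OS-MC4R stable cell line | Reagent: Melanotan II challenge after compound preincubation | Doses: One concentration, 6.5 µM nominal | Incubation: 30-min compound preincubation, 1-h Melanotan II challenge, 1-h detection, room temperature | Signal: TR-FRET cAMP assay | Replicates: One well per compound, no replicates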
N-glyco inh: blocks N-linked glycosylation in D54 reporter cells. actives 0.23% (n = 360,000). reporter increase, % at 12.5 µM. D54 ERlucT glycosylation luciferase reporter, 24 h; percent of 100 nM tunicamycin response;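 active = mean luciferase reporter signal, scaled so untreated is 0 and the glycosylation-blocking control 100, at or above a set limit in every replicate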;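 also: luciferase carries N-glycosylation sites so blocking glycosylation raises the light; 0% = median of neutral control wells and 100% = median of 100 nM tunicamycin wells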
NOD2-RIPK2 inh: inhibitors of human NOD2-RIPK2 interaction | actives 0.38% (n = 360,000) | inhibition, % at 4.98 µM | O43353 | CHO BLA complementation NOD2-RIPK2, CCF4 ratio | AID 624267; in the data active = inhibition above about 21%;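 also: 0% = vehicle only and 100% = reference blocker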
Target sequence (O43353 whole entry, looked up): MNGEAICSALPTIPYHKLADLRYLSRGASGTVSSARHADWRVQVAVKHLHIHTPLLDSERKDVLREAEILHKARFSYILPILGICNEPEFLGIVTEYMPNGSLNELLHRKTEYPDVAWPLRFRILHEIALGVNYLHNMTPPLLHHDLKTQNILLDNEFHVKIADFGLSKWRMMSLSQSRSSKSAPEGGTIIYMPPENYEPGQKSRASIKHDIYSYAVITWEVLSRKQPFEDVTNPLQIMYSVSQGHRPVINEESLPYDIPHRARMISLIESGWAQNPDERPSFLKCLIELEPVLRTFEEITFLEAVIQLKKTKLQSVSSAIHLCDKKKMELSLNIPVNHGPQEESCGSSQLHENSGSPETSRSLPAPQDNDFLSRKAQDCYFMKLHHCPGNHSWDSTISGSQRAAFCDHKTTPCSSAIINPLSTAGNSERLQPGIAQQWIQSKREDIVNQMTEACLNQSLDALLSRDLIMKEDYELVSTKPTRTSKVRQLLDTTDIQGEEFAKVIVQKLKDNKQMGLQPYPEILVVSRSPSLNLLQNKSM
aDG glyco act: alpha-DG glycosylation activation; Pro5-aDG cells, alpha-DG glycosylation AlphaScreen (IIH6); 0% Pro5, 100% B10-LARGE cell signal; activation, % at 10 µM; actives 0.22% (n = 360,000); AID 624168;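 active = activation of at least 8% versus controls, or a plate z-score of at least 8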;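 also: Pro5 are CHO cells carrying HIG-tagged alpha-DG that lacks glycosylation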
ABHD5 PLIN5 PPI: ABHD5-PLIN5 protein interaction inhibition | Q00G26+Q8WTS1 | Split G. princeps luciferase complementation, luminescence, 4 h | inhibition, % at 4 µM | actives 0.78% (n = 360,000);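 active = inhibition above the mean inhibition across every tested compound plus 3 SD, cut at about 22% in these data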;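 also: 0% = DMSO only wells and the 100% control is not disclosed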
Granule exo inh: blocks lytic granule exocytosis; TALL-104 LAMP-1 surface exposure, flow cytometry; cells stimulated with thapsigargin and PMA; inhibition, % at 10 µM; actives 0.66% (n = 360,000);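 active = inhibition above about 55%, limit read from the data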
Vif imaging: blocks HIV Vif function | inhibition, % at 7.49 µM | actives 0.35% (n = 340,000) | HEK293T cells, Vif self-association by quenched fluorescence, imaging, 24 h | AID 602346; in the data active = inhibition above about 50%, passing the limit was not always enough; also: some results filed as inactive read as strong as hits
Numbers without * were called inactive; / = no result given. Some of the compounds tested; the hit share may differ from the screen's.

SMILES	MC4R ag barr	TLR9-MyD88 block	ABCB6 inh MLPCN	MC4R antag cAMP	N-glyco inh	NOD2-RIPK2 inh	aDG glyco act	ABHD5 PLIN5 PPI	Granule exo inh	Vif imaging
CC(C)(C)NC(=O)CSc1nnc(NC(=O)CCc2ccccc2)s1	-2.0	-11	98	-7	0	0	0.4	-3	-2	12
Cc1ccccc1C(=O)NNC(=S)NC(=O)c1ccc(Cl)cc1Cl	-4.4	-1	99	-1	1	-4	-0.1	-14	-5	-4
CCOC(=O)c1c(C)[nH]c(C(=O)COC(=O)CCC(=O)c2ccc3c(c2)OCCO3)c1C	-0.8	3	96	-1	3	0	-0.1	-1	0	16
CCOC(=O)C1=C(O)/C(=C/c2ccc(OCC(=O)O)c(OCC)c2)SC1=Nc1ccc(OC)cc1	-2.1	4	99	-5	-1	-3	-0.3	17	-8	-7
CNC(=O)c1cc(OCC(F)(F)F)ccc1OCC(F)(F)F	-2.9	2	101	1	2	4	-0.3	3	-7	1
CC(C)N1CCN(c2ccc(OCC3COC(Cn4cncn4)(c4ccc(Cl)cc4Cl)O3)cc2)CC1 (stereo not given)	1.9	-5	93	-1	-4	-7	21*	1	15	6
Cn1c(N)c(C(=O)Nc2ccccc2F)sc1=S	-0.6	6	97	5	3	1	-0.1	4	-3	-2
COc1ccc(CCNC(=O)Cn2ccc3cc(S(=O)(=O)N4CCCC4)ccc32)cc1OC	-3.8	9	99	6	-2	-8	0.0	-2	-2	3
Cc1[nH]nc2c1C(c1ccco1)C(C#N)=C(N)O2 (stereo not given)	1.7	2	98	-8	-1	-2	0.9	7	-1	45
O=C1C=CC[C@H](/C=C/C[C@@H](O)C[C@H](O)CCc2ccccc2)O1	2.0	/	98	2	1	0	0.0	2	4	-15
Cc1ccc(Cc2c(-c3ccccc3)nc3cc(C)c(Br)c(C)n23)cc1	/	/	99	/	0	-1	-0.2	-15	1	/
COc1ccccc1CN1C[C@@H]2C[C@@H](c3cccc(O)c3)N3CCC[C@@]23C1=O	-2.8	7	97	0	0	3	-0.3	-7	-2	-16

Overlap with the part before: 3 entries, followed by the next part.
SMILES	MC4R ag barr	TLR9-MyD88 block	ABCB6 inh MLPCN	MC4R antag cAMP	N-glyco inh	NOD2-RIPK2 inh	aDG glyco act	ABHD5 PLIN5 PPI	Granule exo inh	Vif imaging
O=C1C=CC[C@H](/C=C/C[C@@H](O)C[C@H](O)CCc2ccccc2)O1	2.0	/	98	2	1	0	0.0	2	4	-15
Cc1ccc(Cc2c(-c3ccccc3)nc3cc(C)c(Br)c(C)n23)cc1	/	/	99	/	0	-1	-0.2	-15	1	/
COc1ccccc1CN1C[C@@H]2C[C@@H](c3cccc(O)c3)N3CCC[C@@]23C1=O	-2.8	7	97	0	0	3	-0.3	-7	-2	-16
Cc1cccc2sc(N(CCCN(C)C)C(=O)c3ccc(S(=O)(=O)N4CCc5ccccc5C4)cc3)nc12	1.0	-7	91	6	-5	12	-0.1	8	40	-2
C#CCNC(=O)C[C@@H]1C[C@@]2(C(=O)OC)CC(C)(C)CC=C2N(Cc2ccco2)C1=O	/	/	/	/	/	-6	-0.3	7	-2	/
O=C(N/N=C\c1ccc2c(c1)OCO2)c1cncc(Br)c1	1.3	-12	99	15	3	-6	-0.1	-4	-8	-7
O=C(/C=C/c1ccco1)NC(=S)Nc1cccc([N+](=O)[O-])c1	3.0	3	95	-16	16	-26	-0.2	23*	1	26
COc1ccc(S(=O)(=O)N(C)C)cc1NC(=O)COC(=O)c1nn(C)c(=O)c2ccccc12	0.6	0	97	34*	-1	-6	-0.1	-2	-1	0
CCn1c(SCC(=O)Nc2ccc(F)cc2)nnc1C1CC1	1.8	3	90	6	4	-5	0.0	-8	-8	-5
CN1C(=O)c2ccccc2C(C(=O)O)C1c1cccc([N+](=O)[O-])c1 (stereo not given)	0.1	-8	100	-2	2	-17	0.0	-1	3	-3
Cc1noc(C)c1NC(=O)N(C)C[C@H]1Oc2ccc(NC(=O)Cc3ccccc3)cc2C(=O)N([C@H](C)CO)C[C@@H]1C	-1.0	-3	89	1	0	-8	0.0	-7	1	0
COc1ccccc1C(=O)COC(=O)c1ccc(N(C)C)cc1	-1.3	8	93	-3	-4	0	-0.3	4	-1	/
Cc1cc(=O)cc(C)n1-c1ccccc1Br	-1.6	-2	101	-6	0	-1	-0.1	-1	-1	3
CN(C)S(=O)(=O)N1CCC(Oc2cccc(C(=O)N3CCCCCCC3)c2)CC1	-4.2	-7	93	5	-3	-15	0.1	-9	11	3
Cc1ccc(S(=O)(=O)N(C)C)cc1NC(=O)c1cc(S(=O)(=O)N2CCCCC2)ccc1N1CCOCC1	-1.1	1	78	15	-1	-7	-0.1	9	-9	-4

Single records (already shown).
Cc1noc(C)c1NC(=O)N(C)C[C@H]1Oc2ccc(NC(=O)Cc3ccccc3)cc2C(=O)N([C@H](C)CO)C[C@@H]1C is entered as MC4R ag barr = -1.0; TLR9-MyD88 block = -3; ABCB6 inh MLPCN = 89; MC4R antag cAMP = 1; N-glyco inh = 0; NOD2-RIPK2 inh = -8; aDG glyco act = 0.0; ABHD5 PLIN5 PPI = -7; Granule exo inh = 1; Vif imaging = 0
COc1ccccc1C(=O)COC(=O)c1ccc(N(C)C)cc1 is entered as MC4R ag barr = -1.3; TLR9-MyD88 block = 8; ABCB6 inh MLPCN = 93; MC4R antag cAMP = -3; N-glyco inh = -4; NOD2-RIPK2 inh = 0; aDG glyco act = -0.3; ABHD5 PLIN5 PPI = 4; Granule exo inh = -1; Vif imaging = /

(cont.)
SMILES	MC4R ag barr	TLR9-MyD88 block	ABCB6 inh MLPCN	MC4R antag cAMP	N-glyco inh	NOD2-RIPK2 inh	aDG glyco act	ABHD5 PLIN5 PPI	Granule exo inh	Vif imaging
COc1ccc(S(=O)(=O)N2CCN(C(C)C(=O)Nc3ccc(C(C)C)cc3)CC2)cc1 (stereo not given)	1.0	3	85	-1	1	-10	0.3	-5	4	2
Cc1ccccc1-c1ncc(CN2CCN(C3CCCCC3)C(CCO)C2)cn1 (stereo not given)	-2.0	-2	98	10	0	0	-0.1	4	8	-14
COCC1CCN(C(=O)c2ccc3oc(CCc4ccccc4)nc3c2)C1 (stereo not given)	-0.3	0	102	15	0	-7	0.1	-2	3	-10
O=CN1CCN(C(C(=O)NC2CCCC2)c2cc3c(cc2[N+](=O)[O-])OCO3)CC1 (stereo not given)	0.0	10	97	2	1	-6	-0.1	1	2	5
CC(=O)Nc1ccc(S(=O)(=O)NCc2cn3ccsc3n2)cc1	-1.1	3	101	0	1	1	0.4	-1	2	-12
CC(O)CNCCCOc1cccc(C(F)(F)F)c1 (stereo not given)	0.5	4	103	1	2	-1	0.3	0	-4	3
O=C1CCN(Cc2ccccc2)C(=S)N1	-2.3	-1	92	3	1	2	-0.1	5	-6	17
COCCN(C(=O)c1cccc(OC)c1)c1nnc(-c2ccncc2)s1	-1.9	3	96	-6	2	-16	0.1	-1	-3	4
COc1ccc(-c2c(C)oc3c(CN4CCCCC4C)c(O)ccc3c2=O)cc1OC (stereo not given)	0.1	-10	98	14	-1	3	-0.1	-3	-1	10
Cc1ccc(CCC(=O)Nc2ncc(Cc3cc(Cl)ccc3Cl)s2)o1	10*	4	95	-27	25	2	-0.2	-1	3	144*
CCN1CCN(C(=S)c2ccc(Cl)cc2)CC1	-0.5	5	99	4	1	4	-0.3	7	-3	3
Cc1cc(C)c(C(N)=O)c(NCCc2ccccc2)n1	-2.5	3	102	5	2	6	0.3	-4	-1	-5

Entries above shown as hits in Vif imaging.
SMILES	MC4R ag barr	TLR9-MyD88 block	ABCB6 inh MLPCN	MC4R antag cAMP	N-glyco inh	NOD2-RIPK2 inh	aDG glyco act	ABHD5 PLIN5 PPI	Granule exo inh	Vif imaging
Cc1ccc(CCC(=O)Nc2ncc(Cc3cc(Cl)ccc3Cl)s2)o1	10*	4	95	-27	25	2	-0.2	-1	3	144*

(further entries)
SMILES	MC4R ag barr	TLR9-MyD88 block	ABCB6 inh MLPCN	MC4R antag cAMP	N-glyco inh	NOD2-RIPK2 inh	aDG glyco act	ABHD5 PLIN5 PPI	Granule exo inh	Vif imaging
CC1CCN(C(=O)c2[nH]cnc2C(=O)NCc2ccc(CNC(=O)OC(C)(C)C)cc2)CC1	-1.5	2	96	-4	-2	1	-0.1	5	-13	-1
NC(=O)CCC(C(=O)O)N1C(=O)C2C3CCC(C3)C2C1=O (stereo not given)	-1.1	5	109	14	-1	2	0.0	-9	-1	4
CCC(C(=O)Nc1ccccn1)c1ccccc1 (stereo not given)	1.5	1	97	8	-1	-6	-0.1	3	-8	-1
COCCCNC(=O)CCNS(=O)(=O)c1ccc(C)cc1	0.7	0	101	13	0	-6	0.3	8	2	4
Cn1cc(CNC(=O)C2CCCCC2)cn1	-2.9	10	94	2	4	-13	0.2	-1	-1	-13
Cc1cc2ncc(Cl)nc2cc1C	-1.6	-5	103	9	0	1	0.1	-1	3	3
CN(CC(=O)Nc1cccc(F)c1)C(=O)c1cc(-c2cccs2)nn1-c1ccccc1	0.9	7	102	-8	-2	-4	0.0	-6	2	2
CCOCCCNC(=O)CN1CCN(Cc2ccc(Cl)cc2)C1=O	-0.5	-4	96	6	-1	-3	-0.1	-4	10	7
S=C(CN1CCCC1=S)N1CCOCC1	-1.8	-8	94	-1	4	-7	0.1	1	-5	15
CCOC(=O)c1cnn(CCOC(=O)Cc2cccs2)c1NC(=O)Cc1cccs1	-0.9	-4	126	0	-1	-1	-0.2	-4	-2	0
O=C(Cn1ncc2c([nH]c3ccccc32)c1=O)Nc1ccc(CN2CCCCC2)cc1	-1.5	12	97	-7	-4	-6	-0.1	-2	-9	3
CCOC(=O)C1CCN(C(=O)CN(C)S(=O)(=O)c2ccc3c(c2)c(=O)n(C)c(=O)n3C)CC1	0.9	4	101	8	2	-9	-0.1	-2	-5	-5
Cc1ccc(OCCCN2C(=O)C(=O)c3cc(C)ccc32)cc1	0.1	7	96	-24	1	5	0.1	9	12	-10
Cc1cc(NC(=O)CSc2nnc(COc3ccccc3)o2)no1	-1.9	3	101	-1	2	5	-0.6	-6	-1	7
CCc1ccc(NC(=O)N(C2CCCCC2)C(C)c2cccnc2)cc1 (stereo not given)	-1.3	5	99	6	0	9	-0.1	-1	0	-3
Cc1ccc(S(=O)(=O)Nc2cccc(-c3cn4ccsc4n3)c2)cc1	0.1	-1	97	12	4	0	0.3	12	-4	-7
CCc1nc2ccc(C(=O)NCc3ccccc3OC)cn2c1N(C=O)CCC(C)C	2.7	/	93	1	1	-6	0.3	13	-14	9
COC(=O)c1c(C)cc(C)c2c1CC(C)(C)C2=O	0.4	-4	93	-3	0	1	-0.1	2	-5	3
N#Cc1cccc(NC(=O)CNC(=O)Cc2ccccc2)c1	-1.9	-12	97	6	0	-5	0.1	0	16	-3
COc1cccc(-c2nc(N3CCCCC3C)c3ccccc3n2)c1O (stereo not given)	-0.1	2	90	19	0	-3	-0.4	-12	31	-12
O=C(NCc1cccc(C(F)(F)F)c1)C1CC(c2ccccc2C(F)(F)F)=NO1 (stereo not given)	1.9	-13	99	-4	9	4	-0.1	-12	-2	-6
